Screening results: PubChem BioAssay, Broad Institute
LGR2 antag = Drosophila LGR2 receptor signaling inhibition; HEK293 LGR2, CRE-luciferase, bursicon-stimulated, 4 h; inhibition, % at 9.99 µM; hit rate 0.35% among 380,000;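 active means drop in luminescence signal, shown as inhibition above about 50% in the replicate tests, limit read from the data, passing the limit was not always enough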;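 further: agonist challenge used bursicon conditioned medium at about half maximal strength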
PglD inh = inhibitors of Campylobacter jejuni PglD acetyltransferase. purified PglD enzyme, DTNB colorimetric CoA detection. inhibition, % at 12.5 µM. hit rate 0.098% among 360,000. AID 602405; in the data active means inhibition above about 16%, passing the limit was not always enough; further: strong numbers were not always called active
S100A4 MyoIIA = inhibitors of human S100A4 binding to myosin IIA peptide; P26447; S100A4/TAMRA-MyoIIA peptide fluorescence polarization; inhibition, % at 10.7 µM; hit rate 0.14% among 360,000; AID 652163;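 active means mean inhibition of at least 70% across replicates, with every replicate also reaching that level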
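Compound dosing: one dose per compound; test system: human S100A4 monomer with TAMRA-labelled myosin IIA peptide; probe or stimulus: TAMRA-labelled myosin IIA heavy-chain peptide probe, 5 nM; medium: HEPES buffer with Ca2+, pH 7.2; schedule: 5 min incubation before reading; benchmarks: neutral control DMSO, positive control TFP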
ERAP1 inh = ERAP1 (human) enzyme inhibition. hit rate 0.15% among 340,000. recombinant ERAP1, Leu-AMC fluorescence, 60 min. inhibition, % at 10.7 µM. Q9NZ08;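 active means mean replicate inhibition of at least 30%, or all replicates individually reaching that 30% level; inactive means mean below 30% and not every replicate reaching it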;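 further: 0% = neutral control wells and 100% = L-leucinethiol positive control wells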
Target sequence (Q9NZ08 whole entry, looked up): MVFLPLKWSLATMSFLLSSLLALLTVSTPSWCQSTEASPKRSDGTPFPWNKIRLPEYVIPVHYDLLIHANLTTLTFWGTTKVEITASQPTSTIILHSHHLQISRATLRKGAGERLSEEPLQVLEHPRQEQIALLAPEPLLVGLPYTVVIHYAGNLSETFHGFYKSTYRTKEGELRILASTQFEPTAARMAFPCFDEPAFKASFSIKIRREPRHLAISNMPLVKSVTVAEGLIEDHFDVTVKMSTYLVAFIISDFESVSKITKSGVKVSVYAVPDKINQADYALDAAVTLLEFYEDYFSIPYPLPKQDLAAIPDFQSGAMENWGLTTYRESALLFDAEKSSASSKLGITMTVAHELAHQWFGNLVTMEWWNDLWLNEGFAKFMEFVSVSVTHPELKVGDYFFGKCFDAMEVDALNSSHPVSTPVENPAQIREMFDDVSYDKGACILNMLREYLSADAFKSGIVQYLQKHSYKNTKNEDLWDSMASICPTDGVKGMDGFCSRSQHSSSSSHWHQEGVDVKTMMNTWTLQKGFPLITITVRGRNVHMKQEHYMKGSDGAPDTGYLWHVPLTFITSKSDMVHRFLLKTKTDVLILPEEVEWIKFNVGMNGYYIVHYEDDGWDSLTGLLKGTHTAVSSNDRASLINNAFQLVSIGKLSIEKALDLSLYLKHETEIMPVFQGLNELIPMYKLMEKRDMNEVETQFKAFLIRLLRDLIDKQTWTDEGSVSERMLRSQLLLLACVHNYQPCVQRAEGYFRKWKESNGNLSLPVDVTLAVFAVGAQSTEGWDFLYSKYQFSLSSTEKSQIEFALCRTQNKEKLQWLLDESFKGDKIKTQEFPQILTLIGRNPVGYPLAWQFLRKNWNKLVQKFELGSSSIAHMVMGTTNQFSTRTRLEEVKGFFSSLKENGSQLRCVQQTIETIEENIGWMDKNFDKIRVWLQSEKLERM
EWS-Fli block = EWS/Fli transcriptional activity inhibition; A673 NR0B1-luciferase reporter, viability-normalised; hit rate 0.67% among 350,000; inhibition, % at 12.6 µM;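 active means mean inhibition of at least 50% after viability correction, with every replicate also passing that limit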;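 further: firefly luciferase signal divided by Alamar Blue viability fluorescence both relative to DMSO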
PGC1a acetyl inh = modulators of PGC1a acetylation; U2OS PGC1a acetylation, AlphaScreen anti-acetyl-lysine; with virally co-expressed GCN5 acetyltransferase; inhibition, % at 15.6 µM; hit rate 0.17% among 350,000; AID 651687;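 active means every replicate shows inhibition of at least 40%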;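 further: 0% = neutral control wells and 100% = positive control wells; some results beyond the cut were filed as inactive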
PAX8 inh HTS = inhibitors of PAX8 transcriptional activity in RMG-I cells. inhibition, % at 12.6 µM. RMG-I TPO-luciferase reporter, SteadyGlo, 24 h. hit rate 1.2% among 360,000. AID 652154;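 active means mean replicate inhibition at least 60% with every replicate also reaching 60%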;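 further: luciferase light reporting Pax8 driven TPO promoter activity; plate controls were median of neutral control wells for no effect and mitoxantrone controls for full effect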
FN deposition inh = fibronectin deposition inhibition; AID 743247; inhibition, % at 12.6 µM; hit rate 0.086% among 350,000; AH1F fibroblasts, Alexa488-fibronectin deposition fluorescence, overnight;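 active means mean inhibition across replicates of 30% or more, regardless of how many single replicates reach that level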;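 further: positive control wells lacked labelled fibronectin entirely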
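Assay system: AH1F fibroblasts / Quantity: 10000 cells per well / Medium: DMEM plus 2% serum, read in PBS / Reagent: labelled fibronectin 24 nM / Dosing: single dose, pinned / Times: 1 h cell attachment, overnight exposure to compound and label / Signal: fluorescence, ex 485 nm, em 525 nm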
The depositor's hits bear a star; . = no result given; & = joins results of further samples.

Sequence of screens: LGR2 antag, PglD inh, S100A4 MyoIIA, ERAP1 inh, EWS-Fli block, PGC1a acetyl inh, PAX8 inh HTS, FN deposition inh
> C[C@@H]1CN([C@H](C)CO)C(=O)c2cccc(NC(=O)NC3CCCCC3)c2O[C@@H]1CN(C)S(=O)(=O)c1ccc(Cl)cc1
    7, 0, 0, 1, 2, 2, -15, -6
> COc1cccc(Nc2ncnc3nc[nH]c23)c1
    -17, 2, 3, 4, -57, 8, -63, .
> COc1ccc(N2CCN(C(=O)COC(=O)c3c(-c4ccccc4)noc3C)CC2)cc1
    -2, 7, -7, -2, 6, 3, 8, -1
> O=C(O)C1CCCCC1C(=O)Nc1ccc2c(c1)OCO2 (stereo unspecified)
    -13, 0, -11, -3, 1, 0, -26, 3
> CC(=O)Nc1cccc(C(=O)O)n1
    -27, ., -26, 0, -8, ., -4, 3
> Cc1cccc(-c2ccc([C@@H]3[C@H](CO)N4CCCCN(S(=O)(=O)c5cccs5)C[C@@H]34)cc2)c1
    17, 0, -6, -3, -5, -12, 15, .
> CCn1c(=O)c2sccc2n2c(CCCC(=O)NC3CCN(Cc4ccccc4)CC3)nnc12
    -3, -8, 67, 4, 9, 7, -3, -5
> O=C(CCC(=O)Nc1ccc(F)cc1)N/N=C/c1ccc(O)cc1O
    3, ., 7, -1, 0, -6, -7, 5
> Fc1ccc(Nc2ccc(-c3ccc(F)cc3)nn2)cc1
    -37, ., 3, -5, -135, -13, -158, .
> O=C(CSC1=NS(=O)(=O)c2ccccc2N1)c1ccccc1
    4, ., 0, -5, -11, ., -58, -1
> CCN(CC)S(=O)(=O)c1cccc(NC(=O)c2cccc(S(=O)(=O)N3CCCC3)c2)c1
    20, 1, -10, -1, 14, ., 28, 7
> CN1C(=O)c2cc(NC(=O)c3ccc(F)cc3)ccc2OC[C@@H]2O[C@H](CC(=O)NCC3CCCCC3)CC[C@@H]21
    -4, 2, -60, -2, 24, -17, 51, -9
> COCC#Cc1ccc2c(c1)O[C@H](CN(C)C(=O)CC1CC1)[C@H](C)CN([C@H](C)CO)S2(=O)=O
    -5, 4, -5, -3, 6, 3, ., -4
> CC1(c2nc3ccccc3[nH]2)CCC(=O)N1Cc1ccccn1 (stereo unspecified)
    1, 3, 2, -1, 11, -12, 5, 4
> Cc1ccc(C(=O)OCC(=O)c2c[nH]c3ccccc23)cc1NC(=O)c1ccco1
    -22, ., -10, 5, -20, ., -22, .
> CCCCC(=O)Nc1nnc(CCc2ccccc2)s1
    -12, 5, -1, -3, -5, 1, 5, -9
> CCOC(=O)c1sc(NC(=S)NC(=O)c2ccccc2)nc1C
    -101, ., -1, -2, -20, ., 9, 4
> C[C@@H]1CCCCO[C@@H](CN(C)S(=O)(=O)c2cn(C)cn2)[C@@H](C)CN([C@H](C)CO)C(=O)c2cc(NC(=O)Nc3ccc(C(F)(F)F)cc3)ccc2O1
    -9&2, 2, 1, -8, 3&-4, -14&12, 21&-2, 12
> O=C(C[C@H]1CC[C@H]2NC[C@@H](O)COC[C@@H]2O1)Nc1nccs1
    15, -3, 0, 0, 1, 2, 8, -2
> O=C1CSC(c2ccccc2F)N1c1ccccc1F (stereo unspecified)
    2, -7, -2, 2, -1, 5, 10, -1
> CNC[C@@H]1Oc2ncc(-c3ccc(C)cc3)cc2C(=O)N([C@H](C)CO)C[C@H]1C
    13, ., -47, 2, -2, ., ., -3
> O=C(Cn1cnc([N+](=O)[O-])n1)c1ccccc1
    3, 10, -6, -3, 9, ., -49, 0
> COc1ccc(CNCCC2(O)CC(C)N(C)CC2C)cc1OC (stereo unspecified)
    -8, -3, -7, 3, 6, -2, -4, 12
> CCOC(=O)C#CC(CCc1ccccc1)OS(N)(=O)=O (stereo unspecified)
    6, -2, -4, -4, -2, ., 17, -4
> COc1ccc(N=C2O/C(=C/c3sc(=S)n(CC4CCCO4)c3O)N=C2C#N)cc1 (stereo unspecified)
    12, 0, -20, ., -18, -9, 3, 1
> CN(C(=O)COC(=O)Cn1cnc2c1c(=O)n(C)c(=O)n2C)C1(C#N)CCCCC1
    1, 1, -2, 0, 0, 6, -6, -4
> CCOc1ccc(/C(O)=C2/C(=O)C(=O)N(CCN(CC)CC)C2c2cccs2)cc1 (stereo unspecified)
    -31, 2, -11, 2, -16, -24, -17, 4
> COc1ccc(CCNC(=O)c2cc3c(=O)n4ccccc4nc3n(CCCN3CCOCC3)c2=N)cc1
    -4, 3, 6, 10, 14, ., -14, 9
> COc1ccc(N(CC(O)CN2CCOCC2)S(=O)(=O)c2ccccc2)cc1 (stereo unspecified)
    8, 0, -1, -2, -6, -6, -7, -5
> CC12c3ccccc3C(c3ccccc31)C1C(=O)N(c3ccncc3)C(=O)C12 (stereo unspecified)
    12, -4, -4, -4, 8, 3, 7, .
> COc1ccc(CNC(=O)C[C@H]2CC[C@@H](NC(=O)Nc3ccc4c(c3)OCO4)[C@@H](CO)O2)cc1
    -4, 3, 13, 1, -6, -5, 5, -12
> Cc1ccsc1C(=O)OCC(=O)N(Cc1ccccc1)C(C)C
    0, 2, -2, 1, -2, -2, -12, 3
> O=C(COC(=O)c1ccc(F)cc1F)Nc1cccnc1Cl
    -3, 1, -2, -2, 1, 4, -7, 3
> OC[C@@H]1[C@@H](c2ccccc2)C2(CN(CC3CC3)C2)N1Cc1ccc(F)cc1
    13, ., -11, 4, 6, -13, 1, 2
> COc1cc2c3c(c1OC)-c1cc4c(cc1CC3(C#N)N(C(=O)c1ccccc1)CC2)OCO4 (stereo unspecified)
    -10, ., -5, -3, 10, -2, 20, 1
> CC(=O)Nc1ncc(Cc2cc(Cl)ccc2Cl)s1
    4, ., 4, 0, -11, ., 1, -4
> Cc1ccc(CNC(=O)c2cc(-c3ccccc3C)nn2CC2CC(c3cccnc3)=NO2)cc1 (stereo unspecified)
    -1, 1, 1, -2, 3, -7, 8, -8
> O=C(CNC(=O)OCc1ccccc1)NCC(=O)Oc1ccc([N+](=O)[O-])cc1
    5, ., -5, 2, 2, 8, -14, -4
> COc1ccc(NC(=O)CN(C)S(=O)(=O)c2ccc3c(c2)NC(=O)CS3)cc1
    3, 0, 0, -3, -2, -18, 19, 4
> CCCC(=O)NC(=S)Nc1ccc(S(=O)(=O)Nc2ccc(OCC)cc2)cc1
    13, 2, ., ., ., -18, -12, 4
> COc1ccc(Nc2nc3ccc(OC)cc3s2)cc1
    -118, ., -2, 0, -50, -12, -154, .
> COC(=O)[C@H]1[C@H](CO)[C@H]2Cn3c(ccc(C4=CCCCC4)c3=O)[C@H]2N1Cc1ccc2c(c1)OCO2
    -13, -1, 29, 4, 5, ., 3, 6
> COc1c(Br)cc([N+](=O)[O-])c(OC)c1C(=O)NC(=O)Nc1c(Cl)cccc1Cl
    -3, -4, -11, 1, 6, 0, 3, 3
> CC(=O)Nc1ccc(S(=O)(=O)Nc2nnc(C3CCCCC3)s2)cc1
    ., -2, -3, -3, ., 7, ., .
> NS(=O)(=O)c1ccc(CCNC(=O)CNC(=O)COc2ccccc2)cc1
    -9, 1, -5, -1, 16, 3, 1, -3
> O=C(c1ccccc1)N1CCN(c2n[nH]c(=O)[nH]c2=O)CC1
    -24, ., 0, 0, 6, ., -6, -1
> O=C(N/N=C/c1cc(Br)ccc1O)c1ccccc1Cl
    2, 0, ., ., 12, ., 13, 1
> O=C1NC2=C(C(=O)CCC2)C(c2ccc([N+](=O)[O-])cc2)N1 (stereo unspecified)
    1, -2, -1, 2, 8, ., 7, -1
> CCC(=O)N[C@@H]1CC[C@H](CC(=O)NCC2CC2)O[C@H]1CO
    12, ., 3, 1, 0, 1, ., -6
> CCOC(=O)C1(Cc2ccc(OC)cc2)CCN(S(C)(=O)=O)CC1
    10, ., -12, -2, -10, -8, -1, 3
> CCOC(=O)c1ccccc1NC(=O)CSc1nc2ccncc2[nH]1
    -11, -2, 0, 3, ., -1, 2, -15

An excerpt from above in order of molar mass, largest number first:
Sequence of screens: LGR2 antag, PglD inh, S100A4 MyoIIA, ERAP1 inh, EWS-Fli block, PGC1a acetyl inh, PAX8 inh HTS, FN deposition inh
> COc1c(Br)cc([N+](=O)[O-])c(OC)c1C(=O)NC(=O)Nc1c(Cl)cccc1Cl
    -3, -4, -11, 1, 6, 0, 3, 3
> Cc1ccc(CNC(=O)c2cc(-c3ccccc3C)nn2CC2CC(c3cccnc3)=NO2)cc1 (stereo unspecified)
    -1, 1, 1, -2, 3, -7, 8, -8
> COc1cc2c3c(c1OC)-c1cc4c(cc1CC3(C#N)N(C(=O)c1ccccc1)CC2)OCO4 (stereo unspecified)
    -10, ., -5, -3, 10, -2, 20, 1
> COc1ccc(NC(=O)CN(C)S(=O)(=O)c2ccc3c(c2)NC(=O)CS3)cc1
    3, 0, 0, -3, -2, -18, 19, 4
> NS(=O)(=O)c1ccc(CCNC(=O)CNC(=O)COc2ccccc2)cc1
    -9, 1, -5, -1, 16, 3, 1, -3
> O=C(CNC(=O)OCc1ccccc1)NCC(=O)Oc1ccc([N+](=O)[O-])cc1
    5, ., -5, 2, 2, 8, -14, -4
> CC(=O)Nc1ccc(S(=O)(=O)Nc2nnc(C3CCCCC3)s2)cc1
    ., -2, -3, -3, ., 7, ., .
> OC[C@@H]1[C@@H](c2ccccc2)C2(CN(CC3CC3)C2)N1Cc1ccc(F)cc1
    13, ., -11, 4, 6, -13, 1, 2
> CCOC(=O)c1ccccc1NC(=O)CSc1nc2ccncc2[nH]1
    -11, -2, 0, 3, ., -1, 2, -15
> CCOC(=O)C1(Cc2ccc(OC)cc2)CCN(S(C)(=O)=O)CC1
    10, ., -12, -2, -10, -8, -1, 3
> O=C(N/N=C/c1cc(Br)ccc1O)c1ccccc1Cl
    2, 0, ., ., 12, ., 13, 1
> O=C(COC(=O)c1ccc(F)cc1F)Nc1cccnc1Cl
    -3, 1, -2, -2, 1, 4, -7, 3
> CC(=O)Nc1ncc(Cc2cc(Cl)ccc2Cl)s1
    4, ., 4, 0, -11, ., 1, -4
> CCC(=O)N[C@@H]1CC[C@H](CC(=O)NCC2CC2)O[C@H]1CO
    12, ., 3, 1, 0, 1, ., -6
> O=C1NC2=C(C(=O)CCC2)C(c2ccc([N+](=O)[O-])cc2)N1 (stereo unspecified)
    1, -2, -1, 2, 8, ., 7, -1
> COc1ccc(Nc2nc3ccc(OC)cc3s2)cc1
    -118, ., -2, 0, -50, -12, -154, .
